# LmPK inhibitor: inhibitors of Leishmania mexicana pyruvate kinase | Q27686 | purified LmPK, Kinase-Glo ATP luminescence, 1 h | Potency, µM (highest dose often 57.5 µM), for the others: at the highest dose activity change, negative = inhibition, most hits filed as inhibitors | 290,000 tested, 0.37% active
# Target sequence (Q27686 whole entry, looked up): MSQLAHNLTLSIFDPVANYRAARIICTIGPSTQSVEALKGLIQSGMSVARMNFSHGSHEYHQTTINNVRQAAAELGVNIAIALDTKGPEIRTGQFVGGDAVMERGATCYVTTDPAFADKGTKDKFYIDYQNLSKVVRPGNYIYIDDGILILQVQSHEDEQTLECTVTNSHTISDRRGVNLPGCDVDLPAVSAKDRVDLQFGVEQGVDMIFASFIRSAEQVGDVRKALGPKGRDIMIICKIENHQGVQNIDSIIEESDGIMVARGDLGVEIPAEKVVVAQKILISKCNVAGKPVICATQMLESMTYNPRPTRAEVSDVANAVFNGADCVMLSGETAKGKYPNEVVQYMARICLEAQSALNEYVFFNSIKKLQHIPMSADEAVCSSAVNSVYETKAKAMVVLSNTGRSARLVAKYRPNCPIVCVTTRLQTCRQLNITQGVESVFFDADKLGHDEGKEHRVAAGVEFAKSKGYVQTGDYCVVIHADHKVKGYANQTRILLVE
#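 qHTS format; LmPK 0.1 nM; substrates PEP 0.5 mM and ADP 0.1 mM. One-hour room-temperature incubation, then coupled luciferase luminescence; 0.5 nM enzyme wells mark activation.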
# Sm TGR block: blocks Schistosoma mansoni thioredoxin glutathione reductase | Q962Y6 | purified TGR, DTNB reduction, TNB absorbance 405 nm | Potency, µM (series often up to 114 µM), without a hit: at the highest dose activity change, negative = inhibition, most hits filed as inhibitors | 360,000 tested, 3% active; note: nearly all actives have a fitted effect of over 60% in size
#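 TGR 20 nM + NADPH 100 uM (dispensed conc.), cpd preinc 15 min RT; start with NADPH (500 uM addition) then DTNB (15 mM addition). Kinetic TNB absorbance, 405 nm filter. Four-parameter Hill fit across titration.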
# Pf growth 48h: inhibits P. falciparum growth in the first generation, 48 h; P. falciparum luciferase growth in erythrocytes, 48 h; Potency, µM (top dose mostly 28.7 µM), for inactives: at the top dose activity change, negative = inhibition, most hits filed as inhibitors; 310,000 tested, 5.9% active
#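 Read-out is firefly luciferase luminescence from an integrated reporter in P. falciparum, so falling signal marks reduced parasite growth. Infected erythrocytes were at 2% hematocrit and 0.1% parasitemia (final) in Albumax-supplemented RPMI 1640.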
# Pf growth 96h: P. falciparum growth inhibition at 96 hours. 320,000 tested, 6.9% active. Potency, µM (top dose mostly 28.7 µM), inactives show at the highest dose activity change, negative = inhibition, hits mostly inhibitors. P. falciparum luciferase reporter growth, 96 h. AID 504834
#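 Delayed-death screen, second-generation endpoint: infected erythrocytes, 2% hematocrit, 0.05% parasitemia final; 96 hours at 37 C, 5% CO2; luciferase detection reagent; luminescence decrease equals reduced growth.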
# HCV inhibitor: blocks hepatitis C virus | 340,000 tested, 3.4% active | Potency, µM (titrated, usually from 41.8 µM), for inactives: top-dose activity change, negative = inhibition, most hits filed as inhibitors | Huh7.5.1 HCVcc-Cre infection, luciferase reporter, 44 h | AID 651820
#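 Reporter virus HCVcc-Cre (~0.5 moi) infects cells exposed to compound; seeding density 1,000 cells/well with 4 h settling beforehand. Luminescence, 15 sec read, taken 44 h post-infection following a 15 min RT substrate incubation.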
# Tb PYK inh: inhibitors of Trypanosoma brucei pyruvate kinase; 410,000 tested, 0.12% active; AID 624173; Potency, µM (titrated, usually from 76.8 µM), inactives show at the top dose activity, negative = inhibition, actives largely listed as inhibitors; TbPYK enzyme, Kinase-Glo Plus ATP luminescence, 45 min; note: nearly all actives have a fitted effect of over 50% in size
#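 Readout: single end-point luminescence (Kinase-Glo Plus, 10 min). Reaction conditions were TbPYK/substrate plus 130 uM ADP, 45 min at RT, pH 7.2 TEA buffer. No-enzyme wells served as controls, and data were normalized before concentration-response fitting.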
# Numbers without * were called inactive; u = inconclusive; x = not tested or not shown; & = joins results of further samples; [ ] = dose if it differs, or a comment. Calls come from the whole dose curve; as a rule, active = well fitted curve in the direction sought with a large enough effect; inconclusive = small, poorly fitted or top-dose-only effect, or another doubt; inactive = no such curve, though single readings can be large; an effect the other way counts as inactive or inconclusive. % is set by controls: 0 for no effect and ±100 for the full control effect; potency is the fitted concentration of half-maximal effect.
SMILES,LmPK inhibitor,Sm TGR block,Pf growth 48h,Pf growth 96h,HCV inhibitor,Tb PYK inh
CC1=NN(C(=S)Nc2ccccc2)C(C)(C)C1,16.7%,16.3%,0.0%,u,0.6%,-5.0%
CCN1C(=O)[C@H]2[C@@H](c3ccc(C)cc3)N3C(=O)N(c4ccccc4)C(=O)[C@@]3(Cc3ccccc3)[C@H]2C1=O,0.5%,-22.7%,-17.1%,u,-12.4%,0.4%
Cc1ccc(NC(=S)NCCc2c[nH]c3ccccc23)cc1,0.6%,9.5%,36.1%[activator],17.0%,u,5.4%
Cc1ccc(N2C(=O)CSC2c2ccc3c(c2)OCO3)cc1 (stereo not given),-4.4%,-0.4%,-13.9%,x,u,2.4%
Nc1ccc2nc(SCc3ccccc3F)sc2c1,-1.6%,6.2%,224.3%[activator],233.6%[activator],-19.5%,-26.2%
CCOCCCn1c(SCC(=O)NCc2ccco2)nc2c(sc3ccccc32)c1=O,7.0%,-22.3%,x,u,u,x
Cc1ncc(CO)c2c1Oc1nc(-c3ccccc3F)nc(SCC(=O)N(C)c3ccccc3)c1C2,-1.5%,-28.3%,-14.7%,-16.5%,u,-13.5%
CCOc1ccc(NC(C)=O)cc1[N+](=O)[O-],-2.2%,2.5%,5.8%,20.3%,14.1%,1.7%
O=C(COC(=O)C1CCN(c2ccc(C(F)(F)F)cn2)CC1)Nc1ccc(Cl)cn1,0.7%,3.7%,u,u,16.7%,-19.9%
N#CCSc1nc(-c2ccccc2)nc2ccc(F)cc12,7.3%,8.3%,56.7%[activator],u,11.5%,-4.4%
COCCSc1nnc(NS(=O)(=O)c2ccccc2)s1,6.1%,x,u,13.6%,10.9%,5.3%
Cc1nnc(SCC(=O)NC2CCCCCC2)n1C(C)C,-0.4%,-22.6%,-9.7%,u,5.3%,-2.1%
COc1ccc(N2CCN(C(=O)NC(=O)c3ccc(Cl)cc3)CC2)cc1,-0.6%,-16.7%,31.3%[activator],-3.7%,-9.0%,-2.0%
COc1cccc(/C=N/N2CCN(Cc3ccccc3)CC2)c1O,-0.3%,-13.6%,9.8%,7.38µM*,3.1%,-1.5%
O=C(NNC(=O)c1ccc2c(c1)OCO2)NC1CCCCC1,1.0%,9.4%,21.3%,42.1%[activator],-0.7%,0.5%
CCOC(=O)C1=C(C)NC(SC)=NC1c1ccc(OC)cc1 (stereo not given),-2.2%,u,-22.9%,16.9%,8.3%,-6.6%
CC(C)(C)NC(=O)CN1CCC(O)(c2ccc3c(c2)OCO3)CC1,4.8%,-1.1%,0.0%,-2.9%,10.3%,1.0%
Cc1ccc(C(=O)COC(=O)COc2ccccc2C)cc1,-13.7%,6.0%,13.2%,53.4%[activator],22.1%,-3.2%
Cc1cc(NC(=O)CSc2nnc(-c3ccc4c(c3)OCCO4)o2)no1,-2.8%,-3.3%,23.3%,-14.1%,12.6%,-2.0%
Cc1ccc(C)c(OCCC(=O)N2CCN(S(=O)(=O)c3cc(F)ccc3F)CC2)c1,x,-31.6%,u,-5.9%,-5.6%,-3.7%
COc1ccc(NC(=O)c2ccccc2NC(=O)CSc2ccccc2)cc1,0.7%,-17.8%,48.7%[activator],u,6.0%,-5.4%
Cn1cccc1/C=N/NC(=O)Cn1cnc2ccccc21,-0.3%,-19.4%,35.8%[activator],u,-2.7%,-2.1%
C=Cn1ccnc1P(=S)(c1c(C)nn(-c2ccccc2)c1C)c1nccn1C=C,0.3%,3.3%,u,5.3%,5.9%,0.2%
COc1ccc([C@H]2CC(=O)C=C(c3cc4ccccc4s3)C2)cc1OC,x,-9.3%,u,u,u,0.7%
CC(=O)N1CCCc2cc(S(=O)(=O)CCC(=O)N3CCN(c4ccccc4)CC3)ccc21,3.6%,71.3%[activator],x,u,-6.0%,-1.3%

# Single records, as listed above.
# CCOCCCn1c(SCC(=O)NCc2ccco2)nc2c(sc3ccccc32)c1=O is listed with LmPK inhibitor: 7.0%; Sm TGR block: -22.3%; Pf growth 48h: x; Pf growth 96h: u; HCV inhibitor: u; Tb PYK inh: x
# Cc1ccc(C)c(OCCC(=O)N2CCN(S(=O)(=O)c3cc(F)ccc3F)CC2)c1 is listed with LmPK inhibitor: x; Sm TGR block: -31.6%; Pf growth 48h: u; Pf growth 96h: -5.9%; HCV inhibitor: -5.6%; Tb PYK inh: -3.7%

# Limited to Tb PYK inh (3 entries from above):
mol	Tb PYK inh
Cc1ccc(N2C(=O)CSC2c2ccc3c(c2)OCO3)cc1 (stereo not given)	2.4%
CCOc1ccc(NC(C)=O)cc1[N+](=O)[O-]	1.7%
COc1cccc(/C=N/N2CCN(Cc3ccccc3)CC2)c1O	-1.5%

# Returning to the listing; the three compounds before the break are reprinted first.
SMILES,LmPK inhibitor,Sm TGR block,Pf growth 48h,Pf growth 96h,HCV inhibitor,Tb PYK inh
C=Cn1ccnc1P(=S)(c1c(C)nn(-c2ccccc2)c1C)c1nccn1C=C,0.3%,3.3%,u,5.3%,5.9%,0.2%
COc1ccc([C@H]2CC(=O)C=C(c3cc4ccccc4s3)C2)cc1OC,x,-9.3%,u,u,u,0.7%
CC(=O)N1CCCc2cc(S(=O)(=O)CCC(=O)N3CCN(c4ccccc4)CC3)ccc21,3.6%,71.3%[activator],x,u,-6.0%,-1.3%
CC(C(O)c1ccc(O)cc1)N1CCC(Cc2ccccc2)CC1 (stereo not given),1.0%&0.0%,5.4%&5.2%,2.13µM*,u,u,1.2%&5.2%&4.5%&0.4%
CC1(C)C(=O)Nc2ccccc2N1C(=O)CSc1nnc2ccccn12,3.7%,-0.7%,-4.4%,-0.8%,0.5%,-1.9%
O=C(CS(=O)(=O)c1ccccc1)Nc1nccs1,3.9%,-1.8%,4.8%,0.4%,-2.3%,-3.1%
O=C1CCCC(=O)N1c1ccc(O)cc1,-8.8%,-0.1%[57.1 µM],34.3%[activator],11.7µM*,-18.4%,5.1%
O=C(NC1CCCCC1)c1cc([N+](=O)[O-])ccc1N1CCCC1,3.9%,4.9%,u,-14.6%,15.4%,-14.4%
CC(C)C[C@H](N)c1nnc(SCC(=O)Nc2ccc(Br)cc2)o1,4.0%,-5.6%,24.8%,48.3%[activator],15.8%,3.2%
C=C[C@@H]1C[C@@]1(C)[C@@H](NP(=O)(c1ccccc1)c1ccccc1)c1ccccc1,4.9%,-8.9%,u,u,0.5%[8.37 µM],-5.0%
COc1ccc(-c2nnc(SCC(=O)N/N=C/c3ccccc3C(=O)O)n2-c2ccc(Cl)cc2)cc1,0.3%,-24.3%,-0.1%,76.2%[activator],-28.2%,1.7%
C=CCN(CC=C)S(=O)(=O)c1ccc(NC(=O)COc2ccccc2OC)cc1,1.0%,-20.8%,u,u,-5.7%,5.4%
CN1C(=O)C(C)(C)c2cc(S(=O)(=O)N3CCC(C(=O)Nc4ccc(Cl)cc4)CC3)ccc21,0.9%,0.8%,2.4%,45.3%[activator],2.8%,5.1%
O=[N+]([O-])c1ccc(-c2csc(N3CCc4ccccc4C3)n2)cc1,3.5%,5.4%,0.0%,7.3%,6.5%,4.7%
CCOCCCNC(=O)c1ccc(OC)c(OC2CCN(C(C)C)CC2)c1,-1.5%,3.0%,12.6%,14.7µM*,5.4%,-1.4%
c1coc(CSc2ncnc3c2oc2ccccc23)c1,2.9%,-28.8%,132.1%[activator],151.8%[activator],11.4%,0.3%
O=C(COC(=O)c1c(F)cccc1F)NCc1ccc2c(c1)OCO2,x,1.6%,-8.3%,13.2%,4.1%,5.1%
O=C1c2cc(Cl)ccc2OC2(CCNCC2)C12CC(c1ccccc1)=NO2 (stereo not given),8.7%,-4.0%,u,u,-2.5%,1.3%
c1ccc(-c2nnc(SCC3CCCCO3)nc2-c2ccccc2)cc1 (stereo not given),2.9%,9.0%,-13.0%,-18.4%,u,2.7%
CCS(=O)(=O)c1ccc2c(c1)N(S(C)(=O)=O)CC(C(=O)NCc1ccccc1OC)O2 (stereo not given),1.0%,0.0%,21.8%,u,-4.2%,-2.6%
O=C(/C=C/c1ccccc1O)c1ccc(Cl)cc1,1.4%,u,27.2%,14.7µM*,-3.2%,-1.2%
CC1CCC(NC(=O)c2ccc(COc3ccccc3)o2)CC1 (stereo not given),x,-32.0%,8.1%,u,u,0.0%
Cc1cc2sc3ccccc3c(=O)c2c(C)c1O,1.7%,-25.8%,u,28.9%,u,-14.0%
O=c1cc(-c2ccccc2)c2cc3c(cc2[nH]1)OCCO3,2.3%,2.4%,3.6%,-3.2%,-13.0%,3.7%
Cc1cc(N/N=C/c2ccc(O)cc2O)nc(-c2ccccc2O)n1,-3.4%,-7.3%,2.62µM*,u,u,-3.8%
CC1CCC(NC(=O)c2ccc(CNc3c(NC4CCCCC4)c(=O)c3=O)cc2)CC1 (stereo not given),1.0%,-3.3%,-5.4%,u,u,-2.8%
COc1ccc(CNC(=S)N/N=C/c2ccc(OC)c(OC)c2)cc1,1.1%,2.5%,27.5%,19.5%,8.2%,2.0%
CCNS(=O)(=O)c1ccc(CCC(=O)N2CCN(C(=O)OCC)CC2)cc1,1.9%,-20.9%,-7.1%,u,6.5%,0.3%

# (list continues)
SMILES,LmPK inhibitor,Sm TGR block,Pf growth 48h,Pf growth 96h,HCV inhibitor,Tb PYK inh
O=S(=O)(c1ccc(SCc2ccccc2)nc1)N1CCCC1,x,6.3%,-0.7%,-21.2%,u,3.4%
N#CC1=C(N)C(C#N)(C#N)[C@H](c2c(F)cccc2F)[C@H]2CC3(CC=C12)OCCO3,8.1%,u,5.22µM*,78.7%[activator],-6.6%,-12.0%
CCOC(=O)NCc1ccc2c(c1)cc(C)n2C,-2.7%,5.5%,-7.0%,-0.2%,6.2%,3.4%
Cc1c(NC(=O)c2ccc3c(c2)C(=O)N(Cc2ccco2)C3=O)cccc1C(=O)O,-0.3%[11.5 µM],-15.2%,10.4%,54.0%[activator],15.0%,-0.2%
COc1ccc(NC(=O)C(c2ccccc2)N(C)C(=O)CNC(C)=O)cc1 (stereo not given),2.0%,0.0%,0.0%,x,3.7%,-8.8%
CCC1CCCCN1S(=O)(=O)c1ccc(C(=O)Nc2nnc(C3=COCCO3)o2)cc1 (stereo not given),1.6%,-7.3%,-11.0%,u,x,1.2%
O=C(NC1CCCCC1)c1cc([N+](=O)[O-])ccc1N1CCOCC1,2.2%,-14.3%,19.6%,55.6%[activator],-8.2%,-9.3%
COCCn1c(Cc2ccccc2)nnc1SCc1ccc([N+](=O)[O-])cc1,-1.1%,2.9%,8.3%,10.7%,12.8%,5.7%
Cc1c(Nc2nc(-c3ccccc3)cs2)c(=O)n(-c2ccccc2)n1C,-0.1%,-6.3%,-5.8%,u,11.9%,-7.2%
CCC(=O)N(Cc1ccco1)c1nc(C(=O)Nc2ccc(Cl)cc2)c(C)s1,-0.4%,u,-4.4%,28.1%,u,-11.6%
